SRC3 inh – human NCOA3 inhibition | Q9Y6Q9 | HEK293 GAL4-SRC3 luciferase reporter, luminescence | inhibition, % at 3.6 µM | hit rate 0.17% among 360,000 | AID 588352;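 active means inhibition above a per-campaign cutoff, the mean of all compounds plus 3 SD, cut at about 60% in these data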;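 further: 0% = DMSO-treated cells and 100% = gossypol-treated cells at 36 µM; higher means less SRC3-driven luciferase light from the GAL4 reporter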
SRC2 inh – inhibits human steroid receptor coactivator 2 | Q15596 | HEK293 GAL4-SRC2 luciferase reporter, luminescence | inhibition, % at 9 µM | hit rate 0.17% among 370,000 | AID 651957;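 active means inhibition above the mean inhibition of all tested compounds plus 3 SD, set per campaign, cut at about 52% in these data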;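 further: 0% = DMSO treated cells and 100% = cells given Gossypol at 36 µM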
COUP-TFII inh – NR2F2 (human) inhibition, primary screen. P24468. HEK293T NGFI-A luciferase reporter, luminescence. inhibition, % at 8.6 µM. hit rate 0.7% among 370,000. AID 686940;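 active means inhibition above a per-plate cutoff, mean inhibition of test wells between control levels plus 3 SD, cut at about 38% in these data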;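 further: cells cotransfected with COUP-TFII expression vector driving the NGFI-A reporter; 0% = median of COUP-TF2 test wells and 100% = reporter-only cells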
C8 TRAIL sens – caspase-8 TRAIL sensitization. AID 624354. inhibition (viability loss, TRAIL sensitization), % at 10 µM. hit rate 1% among 360,000. NB7+C8 cells + TRAIL, ATPlite viability luminescence;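 active means compounds causing at least 50% loss of cell viability in the single-dose screen, relative to plate controls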
Vif imaging – inhibitors of HIV Vif; HEK293T cells, Vif self-association by quenched fluorescence, imaging, 24 h; inhibition, % at 7.49 µM; hit rate 0.35% among 340,000; AID 602346; in the data active means inhibition above about 50%, passing the limit was not always enough; inconclusive means no clear call, values can overlap the other calls; inactive means below about 31%; further: some results filed as inactive read as strong as hits
TLR9-MyD88 block – blocks human TLR9 binding to MyD88; inhibition, % at 4.98 µM; Q9NR96+Q99836; hit rate 0.21% among 340,000; CHO BLA complementation TLR9-MyD88, CCF4 FRET ratio;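 active means inhibition above the mean over all tested compounds plus 3 SD, cut at about 21% in these data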;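 further: 0% = DMSO only wells and 100% = clavulanate BLA inhibitor control wells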
NOD2-RIPK2 inh – NOD2-RIPK2 protein interaction inhibition; inhibition, % at 4.98 µM; AID 624267; CHO BLA complementation NOD2-RIPK2, CCF4 ratio; hit rate 0.38% among 360,000; O43353; in the data active means inhibition above about 21%;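 further: 0% = vehicle only and 100% = reference blocker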
Target sequence (O43353 whole entry, looked up): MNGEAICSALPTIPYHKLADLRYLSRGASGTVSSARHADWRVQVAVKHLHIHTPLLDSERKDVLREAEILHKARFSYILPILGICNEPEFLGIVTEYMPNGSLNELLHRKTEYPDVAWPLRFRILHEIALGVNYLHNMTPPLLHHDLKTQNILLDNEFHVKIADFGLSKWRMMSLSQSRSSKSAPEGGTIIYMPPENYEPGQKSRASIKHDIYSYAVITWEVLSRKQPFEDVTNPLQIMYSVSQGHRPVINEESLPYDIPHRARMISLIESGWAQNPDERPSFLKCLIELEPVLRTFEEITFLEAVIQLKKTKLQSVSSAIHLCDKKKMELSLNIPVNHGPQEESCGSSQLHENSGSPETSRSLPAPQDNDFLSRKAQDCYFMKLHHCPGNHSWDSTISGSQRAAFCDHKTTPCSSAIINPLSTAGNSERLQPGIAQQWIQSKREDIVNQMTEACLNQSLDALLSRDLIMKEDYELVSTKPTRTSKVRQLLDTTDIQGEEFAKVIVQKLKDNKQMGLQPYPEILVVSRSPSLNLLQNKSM
SRC1 inh – human NCOA1 inhibition; hit rate 0.12% among 360,000; HEK293 GAL4-SRC1 luciferase reporter, luminescence; Q15788; inhibition, % at 3.6 µM; AID 588354;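 active means inhibition above the campaign mean plus 3 SD, with each screening campaign given its own cutoff, cut at about 60% in these data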;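 further: 0% = DMSO treated cells and 100% = gossypol at 36 µM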
LMP1 NFkB inh – Epstein-Barr LMP1 NF-kappaB reporter inhibition; inhibition, % at 12.5 µM; LMP1-induced NF-kappaB luciferase reporter cells, luminescence; AID 504558; hit rate 0.69% among 350,000; in the data active means inhibition above about 41%; inconclusive means no clear call, values can overlap the other calls;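 further: 0% = neutral control wells and 100% = reference inhibitor control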
TROY NFkB inh – blocks TROY-dependent signaling in reporter cells; Q293 LMP1-TROYcd NF-kB luciferase reporter, 4 h; inhibition, % at 10 µM; hit rate 0.98% among 360,000; AID 1347056;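 active means compounds whose plate-normalised and pattern-corrected inhibition of the luciferase reporter signal at the single screening dose is 50% or more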
NR5A2 inv ag – suppresses constitutive activity of human LRH-1; O00482; hit rate 0.13% among 360,000; AID 602396; inhibition, % at 3.6 µM; HEK293T StAR-luciferase reporter, LRH-1 transfected, 24 h;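 active means inhibition above the mean inhibition of all tested compounds plus 3 SD, cut at about 73% in these data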;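 further: 0% = DMSO wells and 100% = reporter-only cells lacking LRH-1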
Target sequence (O00482 whole entry, looked up): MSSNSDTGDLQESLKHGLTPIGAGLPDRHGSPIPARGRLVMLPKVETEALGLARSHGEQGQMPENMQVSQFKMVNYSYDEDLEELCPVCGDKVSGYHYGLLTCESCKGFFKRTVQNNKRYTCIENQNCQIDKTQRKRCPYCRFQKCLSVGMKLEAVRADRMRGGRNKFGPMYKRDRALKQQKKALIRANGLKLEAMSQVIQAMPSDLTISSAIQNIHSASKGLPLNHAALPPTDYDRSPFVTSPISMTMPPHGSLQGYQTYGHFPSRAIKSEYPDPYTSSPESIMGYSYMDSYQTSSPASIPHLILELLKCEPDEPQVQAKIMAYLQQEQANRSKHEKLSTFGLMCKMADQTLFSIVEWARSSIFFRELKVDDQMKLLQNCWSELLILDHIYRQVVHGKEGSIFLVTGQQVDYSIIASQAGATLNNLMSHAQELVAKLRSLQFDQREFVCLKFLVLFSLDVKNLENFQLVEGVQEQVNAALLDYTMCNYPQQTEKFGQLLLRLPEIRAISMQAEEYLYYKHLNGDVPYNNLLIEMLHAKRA
* hit, by the source's call; u = inconclusive; x = no result given.

SMILES	SRC3 inh	SRC2 inh	COUP-TFII inh	C8 TRAIL sens	Vif imaging	TLR9-MyD88 block	NOD2-RIPK2 inh	SRC1 inh	LMP1 NFkB inh	TROY NFkB inh	NR5A2 inv ag
CC1CC(C)CN(CC(O)COC2CC(C)CC(C)(C)C2)C1 (stereo not drawn)	-3	17	19	-15	-5	1	-9	-19	-11	-20	-3
O=C(NNC1CC(=O)N(c2ccccc2)C1=O)c1ccco1 (stereo not drawn)	16	0	-11	2	-1	-5	2	-2	0	-28	-12
C=CCOc1ccc(Br)cc1/C=N/O	9	-8	-5	28	4	5	-4	-11	1	17	8
Nc1c(Cl)ncnc1N/N=C/c1ccc(O)cc1	-8	-31	17	40	3	6	2	-2	-3	-7	-9
CC(=O)C(=Cc1ccc(O)cc1)C(C)=O	-1	-18	0	16	3	-1	-4	-2	4	1	8
CC1C(=O)N2CCCc3cc(NC(=O)C(=O)NCCc4c[nH]c5ccccc45)cc1c32 (stereo not drawn)	-6	-22	0	13	1	1	13	2	-10	2	-2
CC(C)(C)C(=O)NC(NC(=S)Nc1ccc(S(N)(=O)=O)cc1)C(Cl)(Cl)Cl (stereo not drawn)	21	-17	13	3	-6	-5	-4	6	-5	-18	-9
NS(=O)(=O)c1ccc(CCN=Cc2ccccc2O)cc1	9	-14	2	-4	4	-3	-5	-3	5	4	9
CC1(C(=O)NS(=O)(=O)c2ccc3c(c2)CCO3)CCN1C(=O)CCc1ccc(Cl)cc1Cl (stereo not drawn)	-5	13	-1	-5	21	x	0	0	x	7	-2
Cc1ccc(Nc2nc(N)c([N+](=O)[O-])c(NCc3ccccc3)n2)cc1	-8	-50	4	-8	4	x	-12	-16	-3	-35	-2
Cc1ccc(Cl)cc1N1CCN(C(=S)NCCc2ccccc2)CC1	-2	12	4	2	1	-21	-1	-21	-1	23	-15
CCC1CCc2c(sc3ncnc(N4CCOCC4)c23)C1 (stereo not drawn)	11	-2	-3	-10	-15	-8	8	11	12	6	18
O=C1NC[C@@H](Cc2cccc3ccccc23)N(CCC23CC4CC(CC(C4)C2)C3)C1=O	-17	-26	-2	-8	x	7	-7	-4	-5	3	27
O=C(c1cc(-c2ccc(Cl)cc2)n[nH]1)N1CCN(C(=O)c2ccco2)CC1	9	12	-2	-11	2	-4	-18	2	4	-10	-7
Cc1ccc(C(=O)C2Oc3ccccc3C3CC(c4ccc(C)cc4)=NN23)cc1 (stereo not drawn)	-48	-42	-19	22	-1	4	-5	-33	-15	-36	-67
Cc1ccc(C(=O)Nc2cccc3cccnc23)cc1Br	-24	-43	-3	4	-4	x	-15	-9	x	-66	5
CCc1nnc(NC(=O)c2ccc(OC)cc2)s1	-48	-24	-7	8	-6	2	0	-138	-9	-39	-99
CCOC(=O)C1(CCC(=O)OCc2ccccc2)CCCCC1=O (stereo not drawn)	3	11	3	-2	23	0	-3	4	-5	-17	15
Cc1ccc(CC(=O)OCC(=O)c2ccc[nH]2)cc1C	9	5	10	-13	u	3	-2	-22	-2	-39	-4
CCCCN1C(=O)C(=O)N(CC(=O)Nc2ccc(OC(F)(F)F)cc2)C1=O	-5	7	-5	-4	5	7	-12	-4	6	-14	8
COc1ccc(CCNC(=O)C2CCN(Cc3nc(-c4cccc(Cl)c4)oc3C)CC2)cc1OC	11	x	x	54*	-11	-1	0	-5	5	18	-3
COc1ccccc1CN1CCc2c([nH]c3ccccc23)C1	-2	-16	-21	20	-4	10	1	10	-2	9	26
COc1ccc(NC(=O)/C=C/c2ccc(OC(F)F)cc2)cn1	18	-8	6	9	-4	-13	-9	8	-9	10	-11
CCCOc1ccc(F)cc1-c1cc(C(=O)Nc2ccc(F)c(Cl)c2)[nH]n1	-23	10	3	4	-12	x	-6	9	x	35	-33
O=S(=O)(NCC(c1cccnc1)N1CCN(c2ccc(F)cc2)CC1)c1cc(F)ccc1F (stereo not drawn)	-2	-15	10	-5	6	4	0	-31	1	-9	-3
CN(Cc1nc(-c2ccccc2)no1)C1CCOCC1	-69	-54	-24	2	-3	-4	-21	-77	-11	-31	-70
Cn1c(=O)n(CC(=O)N2CCOCC2)c2ccccc21	10	-9	-3	-5	-4	6	7	-13	-8	16	8
Cc1ccccc1Nc1nc(N)nc(COC(=O)[C@@H](NC(=O)c2ccccc2Cl)C(C)C)n1	5	-5	14	-16	-7	6	-47	-10	1	3	-13
CC(=O)c1cc(C(=O)N2CCCC(C(=O)c3ccc(Cl)cc3)C2)cs1 (stereo not drawn)	12	14	13	4	-6	10	2	-10	1	-9	12
Cc1ccc(C(=O)CSc2nc3ccccc3c(=O)n2-c2ccccc2)s1	-11	11	-3	-15	-7	9	7	18	-2	1	14
Fc1cccc(Cc2c(-c3cccc(Br)c3)nc3c(Cl)cc(C(F)(F)F)cn23)c1	16	-9	-10	7	x	x	-20	-31	x	19	5
Cc1ccc(C2=NS(=O)(=O)N(C)C(C(=O)N3CCCCC3)=C2)cc1	-5	-4	-6	-1	x	2	-4	-9	19	-1	22
CCCNC(=O)c1ccccc1NC(=O)C1=CSCCO1	-5	-14	-11	-13	-4	-1	4	-6	-7	4	-2
COc1ccc(-c2csc(C(NC(C)=O)c3ccccc3)n2)cn1 (stereo not drawn)	-12	17	-7	-6	1	x	4	-11	x	7	0
CCC(=O)N(Cc1ccco1)c1nc(-c2ccccc2)cs1	4	-33	8	-9	-5	4	-1	-1	-19	-6	-4
CCOc1cc(CNCCSc2nnnn2C)cc(Br)c1OCc1ccccc1F	2	-8	15	10	-12	1	1	0	1	8	-9
Cc1cc(C)cc(C(=O)N2CCN(c3ccccn3)CC2)c1	28	-22	-8	2	-10	4	-4	1	0	-2	-2
O=C(c1ccc(-n2c(SCc3cccc(F)c3)nc3ccccc3c2=O)cc1)N1CCOCC1	23	-18	7	-4	-8	-1	9	10	-3	13	10
C#CC(=O)N(c1ccc(OC)cc1OC)C(C(=O)NC1CCCC1)c1cccs1 (stereo not drawn)	28	16	-15	93*	4	-10	2	3	21	5	36
CCS(=O)(=O)N1CCC(C(=O)NCc2ccccc2OC)CC1	4	-5	-6	-15	5	-1	5	3	-3	9	15
CCOC(=O)C1(Cc2cccc(F)c2)CCN(Cc2cn(CC)nc2C)CC1	2	-57	12	3	0	9	1	-4	4	-6	3
O=C(CSc1nnc(-c2cccs2)o1)N1CCOCC1	1	-5	-13	7	7	2	-2	-4	-5	-25	4
COC(=O)c1ccc(C(=O)OC)c(NC(=O)CN(C)Cc2cccc(Cl)c2Cl)c1	3	7	25	4	-3	5	-3	-13	0	-18	-1
COc1cccc(NC(=O)Cn2c(=O)n(-c3ccccc3)c(=O)c3oc4ccccc4c32)c1	19	-18	-4	3	-2	-9	0	10	1	-25	-1
Cc1ccc(C)n1-c1ccc(C(=O)NCC2CCCO2)cc1 (stereo not drawn)	-12	10	-9	-5	10	5	3	-2	-1	2	6
CCCc1ccc(OCc2ccc(C(=O)NCc3cccnc3)o2)c(OC)c1	-15	-7	-2	-2	-12	-3	-10	-17	-10	-15	-18
C/C=C/c1ccc(Oc2nnnn2-c2ccc(C(N)=O)cc2)c(OC)c1	-7	0	8	10	-7	16	-5	-4	4	-5	-14
Cc1ccc(CNC(=O)COC(=O)COc2ccc(C#N)cc2)cc1	2	2	-8	-9	11	-3	-8	4	1	8	-7
Cc1cc(C)c2c(=O)n(-c3ccccc3)[nH]c2n1	-37	-53	-44	1	-1	-1	-10	-41	-1	-24	-47
O=C(O)C/C(=C\c1cccc(NC(=O)c2ccccc2Cl)c1)c1nc2ccccc2s1	-8	-3	7	-4	1	1	-4	-12	-5	0	-25
O=C(c1ccc(Cl)cc1)c1c[nH]cc1-c1ccccc1	7	-15	3	10	-1	-7	-2	0	-20	-1	-12
COc1ccc(CCN(C(=O)c2snc(C(N)=O)c2N)C(C)C(=O)NC2CCCCC2)cc1OC (stereo not drawn)	16	19	8	-14	0	-3	2	12	3	-15	9
COc1cc(-c2cnc3c(NC=O)cc(-c4cccc(C(=O)NCCN(C)C)c4)cn23)cc(OC)c1OC	-4	-36	-55	1	7	x	-12	-16	x	0	6
CC(=O)N1CCN(S(=O)(=O)c2cccc(C(=O)NC3CCC(C)CC3)c2)CC1 (stereo not drawn)	-7	2	12	-22	-11	-1	-9	-12	-4	6	-9
CC1CN(S(=O)(=O)c2cccc(C(=O)Nc3ccccc3N3CCOCC3)c2)CC(C)O1 (stereo not drawn)	4	1	19	-1	-10	-15	-6	0	6	-7	-23
C/C(CC(=O)Nc1ccc([N+](=O)[O-])cc1)=N/NC(=O)C1CC12CCC2 (stereo not drawn)	-27	-23	-25	7	-2	5	3	-18	-4	14	-26
O=C(COc1ccc(/C=N/NC(=O)c2ccccc2)cc1)Nc1ccc([N+](=O)[O-])cc1	-33	-22	-23	-9	6	-8	0	-41	-2	-47	-20
CCOc1ccc(N(CC(=O)NCCSCc2ccco2)S(=O)(=O)c2ccc(C)cc2)cc1	-11	9	-1	-10	-13	-18	-17	-12	-3	-18	-5
O=C(COC(=O)c1ncc(Cl)c(Cl)c1Cl)Nc1ccccc1OC(F)F	10	31	10	-7	-14	8	-5	-1	0	2	14
O=C(Nc1ccccc1N1CCOCC1)c1ccc(Br)o1	18	25	7	20	-3	-10	3	19	3	-2	21

2 entries from above, comma-delimited:
Structure,SRC3 inh,SRC2 inh,COUP-TFII inh,C8 TRAIL sens,Vif imaging,TLR9-MyD88 block,NOD2-RIPK2 inh,SRC1 inh,LMP1 NFkB inh,TROY NFkB inh,NR5A2 inv ag
CC(=O)N1CCN(S(=O)(=O)c2cccc(C(=O)NC3CCC(C)CC3)c2)CC1 (stereo not drawn),-7,2,12,-22,-11,-1,-9,-12,-4,6,-9
CC1CN(S(=O)(=O)c2cccc(C(=O)Nc3ccccc3N3CCOCC3)c2)CC(C)O1 (stereo not drawn),4,1,19,-1,-10,-15,-6,0,6,-7,-23

(continued)
SMILES	SRC3 inh	SRC2 inh	COUP-TFII inh	C8 TRAIL sens	Vif imaging	TLR9-MyD88 block	NOD2-RIPK2 inh	SRC1 inh	LMP1 NFkB inh	TROY NFkB inh	NR5A2 inv ag
COc1cc(C(=O)NCCc2cc3c(OC)ccc(OC)c3[nH]c2=O)cc(OC)c1OC	-7	2	-12	0	1	-5	-14	8	10	10	-10
CCOC(=O)N1CCC(NC(=O)CS(=O)Cc2nc(-c3ccc(Cl)cc3)oc2C)CC1 (stereo not drawn)	3	6	17	-26	-6	1	2	3	10	13	-5
CCOc1ccc(N2C(=O)CC(Sc3nc(C)cc(C)n3)C2=O)cc1 (stereo not drawn)	-1	-8	8	0	10	2	-4	2	1	-12	12
C[C@H]1CN([C@@H](C)CO)S(=O)(=O)c2ccc(Br)cc2O[C@H]1CN(C)C(=O)NC1CCCCC1	-7	-9	0	-11	-20	-8	1	-3	0	-10	-45
COCCNC(=O)C1(C)CCCN(Cc2cccc(OC(=O)c3ccccc3)c2)C1 (stereo not drawn)	-25	-6	-12	-8	4	x	-6	-23	x	1	-5
CCCc1cc(=O)[nH]c(SCC(=O)c2cc(C)n(-c3cc(C)on3)c2C)n1	13	11	-11	-24	-3	-2	-1	-2	-14	13	4
Cc1cc(C)nc(SCC(=O)N/N=C/c2cccn2-c2ccc(O)cc2)n1	3	-5	-7	-10	-4	6	-8	-16	6	x	-14

This is a subset, so the mix of outcomes need not match the whole.
